PI5P4K alpha inh – PI5P4K alpha (human) kinase inhibition | P48426 | PI5P4Kalpha enzyme, ADP-Glo luminescence, 60 min; active compounds read low | max response, % | actives 1.2% (n = 330,000); active = max response of -50% or lower; inconclusive = between -30% and -50%; inactive = -30% or higher; also: value at the top dose of about 77 µM; % is scaled to controls: 0 for no effect and ±100 for the full control effect
Target sequence (P48426 whole entry, looked up): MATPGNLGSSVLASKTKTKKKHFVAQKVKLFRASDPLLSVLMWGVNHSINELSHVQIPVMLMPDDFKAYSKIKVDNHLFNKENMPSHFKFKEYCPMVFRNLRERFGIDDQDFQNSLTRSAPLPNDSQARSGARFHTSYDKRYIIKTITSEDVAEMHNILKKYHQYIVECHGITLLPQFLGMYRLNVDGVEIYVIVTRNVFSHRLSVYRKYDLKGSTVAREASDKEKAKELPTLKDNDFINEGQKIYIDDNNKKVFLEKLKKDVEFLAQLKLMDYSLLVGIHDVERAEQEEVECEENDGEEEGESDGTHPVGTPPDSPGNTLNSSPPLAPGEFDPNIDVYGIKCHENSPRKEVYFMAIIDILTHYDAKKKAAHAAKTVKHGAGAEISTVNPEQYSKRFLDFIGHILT
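Single end-point luminescence (ADP-Glo) quantified ADP from PI5P4Kalpha turnover; ATP 5 microM final, 1 h at RT, 0.1% CHAPS and 0.28 mM EGTA in HEPES pH 7.4.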
EPAC2 antagonist – EPAC2 (human) antagonism | Q8WZA2 | EPAC2 GEF exchange of Rap1B-BODIPY-GDP, fluorescence | Potency, µM (doses to about 114 µM), for inactives: at the top dose activity, negative = inhibition, most hits filed as inhibitors | actives 0.18% (n = 360,000); also: potency is read from the fitted curve at half-maximal effect; % is scaled to controls: 0 for no effect and ±100 for the full control effect; nearly all actives have a fitted effect of over 45% in size; many of its hits are not listed in these tables
MmCpn inh – blocks the Methanococcus maripaludis chaperonin Mm-Cpn. actives 0.031% (n = 330,000). purified Mm-Cpn ATPase, ADP Transcreener TR-FRET. AID 504842. Potency, µM (titrated, usually from 76.9 µM), without a hit: at the top dose activity, negative = inhibition, actives largely listed as inhibitors; also: potency is read from the fitted curve at half-maximal effect; % is scaled to controls: 0 for no effect and ±100 for the full control effect; nearly all actives have a fitted effect of over 80% in size
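ATPase turnover read by TR-FRET ADP competition (Eu cryptate antibody/ADP-d2, 665/590 nm): 10uM ATP final, 25nM Mm-CPN final, 30 min 37degC after 10-min compound preincubation, pH 7.4 Tris/KCl/MgCl2/DTT buffer.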
CCT chaperon mod – changes cytosolic chaperonin activity | actives 0.3% (n = 360,000) | AID 651819 | activity change, % (test concentration not listed), hits read low | purified chaperonin ATPase assay, HTRF ADP detection, 30 min; in the data active = activity change below about -30%; also: % is scaled to controls: 0 for no effect and ±100 for the full control effect
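Enzyme 40 or 20 nM (batch-dependent) in Tris pH 7.4/KCl/MgCl2/DTT; cpd 76 uM single point; ATP 10 uM; 30 min 37 °C; Transcreener ADP HTRF detection, 30 min RT; ratio 665/615.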
EPAC1 antagonist – antagonists of human EPAC1. AID 720709. EPAC1 GEF assay, Rap1b-BODIPY-GDP exchange fluorescence. Potency, µM (series often up to 115 µM), inactives show top-dose activity change, negative = inhibition, usual class: inhibitors. actives 0.14% (n = 360,000). O95398;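 also: potency is read from the fitted curve at half-maximal effect; plate controls were vehicle for no effect and positive control for full effect; nearly all actives have a fitted effect of over 50% in size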
EPAC1 agonist – EPAC1 (human) agonism | O95398 | EPAC1 agonist qHTS, biochemical assay; response scale: 100% = response to 6.5 mM cAMP | Potency, µM (top dose mostly 154 µM), for the others: at the top dose activation, most hits filed as activators | actives 0.073% (n = 360,000); also: potency is read from the fitted curve at half-maximal effect; nearly all actives have a fitted effect of over 60% in size
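Nucleotide exchange by EPAC1 (100 nM) on Rap1B–BODIPY-GDP (250 nM) in the presence of 50 uM GDP is tracked fluorescently at 480/540 nm over 30 min. Signals are normalized to a 6.5 mM cAMP control.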
WRN helicase inh – inhibitors of human WRN helicase; actives 0.46% (n = 360,000); Q14191; Potency, µM (titrated, usually from 114 µM), inactives show at the highest dose activity change, negative = inhibition, usual class: inhibitors; AID 651768; WRN helicase unwinding, fluorescent forked duplex, kinetic; also: potency is read from the fitted curve at half-maximal effect; % is scaled to controls: 0 for no effect and ±100 for the full control effect; nearly all actives have a fitted effect of over 55% in size
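WRN at 20 nM final preincubated with compound 15 min at room temperature; reaction started with 100 nM fluorophore/quencher forked duplex oligonucleotide and 2 mM ATP final. Unwinding followed kinetically by red fluorescence (ex 525, em 598 nm).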
PLK1 PBD block – inhibitors of human PLK1 polo-box domain binding. P53350. Plk1 PBD binding of FITC phosphopeptide, fluorescence polarization. Potency, µM, for the others: max response, negative = inhibition, hits mostly inhibitors. actives 2.8% (n = 360,000); also: potency is read from the fitted curve at half-maximal effect; series mostly up to about 57 µM; % is scaled to controls: 0 for no effect and ±100 for the full control effect; nearly all actives have a fitted effect of over 65% in size
Target sequence (P53350 whole entry, looked up, the tested form may be a part): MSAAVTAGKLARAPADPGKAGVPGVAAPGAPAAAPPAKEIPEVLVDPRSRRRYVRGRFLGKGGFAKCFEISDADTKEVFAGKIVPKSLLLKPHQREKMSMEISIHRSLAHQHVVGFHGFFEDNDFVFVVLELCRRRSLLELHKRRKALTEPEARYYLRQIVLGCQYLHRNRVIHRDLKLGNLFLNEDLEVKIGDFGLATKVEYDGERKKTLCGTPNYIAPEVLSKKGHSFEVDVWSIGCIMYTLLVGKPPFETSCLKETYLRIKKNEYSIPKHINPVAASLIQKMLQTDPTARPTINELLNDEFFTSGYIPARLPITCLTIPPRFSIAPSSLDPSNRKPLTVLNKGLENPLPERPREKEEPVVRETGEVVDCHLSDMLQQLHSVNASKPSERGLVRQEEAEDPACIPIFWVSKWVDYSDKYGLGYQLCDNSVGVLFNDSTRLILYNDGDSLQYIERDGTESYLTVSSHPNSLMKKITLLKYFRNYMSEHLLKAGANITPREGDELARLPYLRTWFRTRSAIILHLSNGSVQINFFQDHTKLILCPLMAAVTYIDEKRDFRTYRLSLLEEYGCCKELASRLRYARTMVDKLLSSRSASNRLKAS
Starred values were filed as active, the others as inactive; ? = inconclusive; · = no result given; & = joins results of further samples; [ ] = dose if it differs, or a comment. Unless noted, calls follow the shape of the dose curve; as a rule, active = well fitted curve in the direction sought with a large enough effect; inconclusive = small, poorly fitted or top-dose-only effect, or another doubt; inactive = no such curve, though single readings can be large; an effect the other way counts as inactive or inconclusive.

Every second line gives: PI5P4K alpha inh | EPAC2 antagonist | MmCpn inh | CCT chaperon mod | EPAC1 antagonist | EPAC1 agonist | WRN helicase inh | PLK1 PBD block
C=CCOC(=O)c1ccccc1N
→ 7 | -19% | -1% | -0.5 | 0% | 1% | -7% | -7%
Cc1cccc(-n2c(C)nc3ccc(Cl)cc3c2=O)c1
→ 1 | 0% | 1% | -0.2 | 1% | 2% | -24% | -3%
Cc1cccc(NC2=NCCCS2)c1C
→ · | -1% | 2% | -0.3 | -15% | 8% | -1% | -13%
CCN1CCN(c2nc3c(c(=O)[nH]2)CCCC3)CC1
→ -2 | -1% | -1% | -5.8 | 0% | 6% | -5% | 0%
CC12CN3CN(C1)CC(C)(C3)C2=NO
→ 4 | -1% | 1% | -1.1 | 6% | 9% | -1% | -1%
COc1ccc(NC(=O)c2cc([N+](=O)[O-])ccc2N2CCNCC2)cc1
→ 0 | 2% | 0% | 1.2 | -11% | 1% | 10% | -40%
c1ccc(Cc2nn3c(Cn4cnc5ccccc54)nnc3s2)cc1
→ · | 0% | -4% | -2.1 | -10% | 1% | -4% | 12µM*
CC12CC[C@H]3[C@@H](CCC4(O)C[C@H](O)CCC34/C=N/NC(=O)c3ccc(O)cc3)C1(O)CCC2C1=CC(=O)OC1 (some centres undefined)
→ 3 | 2% | 0% | -0.5 | -5% | -4% | 30% | -2%
FC(F)(F)c1ccccc1N1CC1c1ccncc1 (centres undefined)
→ -3 | 10% | -2% | -2.1 | -4% | -3% | -2% | 0%
CCC(C)C1(CC)C(=O)NC(=O)N=C1N (centres undefined)
→ 2 | -2% | 1% | -1.1 | -10% | -1% | 0% | 2%
COc1cccc(C(=O)N2CCC3(CC2)OCCO3)c1
→ -8 | 3% | 0% | -0.2 | -1% | -3% | 5% | 6%
COc1ccc(N/N=C/c2c(O)n(-c3ccc(C)c(C)c3)c(=O)[nH]c2=O)cc1
→ 0 | -11% | 0% | 0.5 | -16% | 8% | -22% | ?
CCCCN1C(=O)NC(=O)C2(Cc3c(nc4c(C)cccn4c3=O)N3CCc4ccccc4C32)C1=O (centres undefined)
→ · | -12% | 0% | -1.0 | 0% | 26% | -4% | -12%
CCCCC(=O)N/N=C/c1c(O)n(CCC2=CCCCC2)c(=O)[nH]c1=O
→ -3 | 13% | 3% | -4.8 | -1% | 2% | -2% | -4%
CCOC(=O)c1ccc(NC(=O)N2CC3CC(C2)c2cccc(=O)n2C3)cc1 (centres undefined)
→ 1 | 13% | 1% | 2.0 | 7% | -3% | -24% | -8%
Cc1ccc(S(=O)(=O)CC(C)(O)C(=O)Nc2cccc(C(F)(F)F)c2)cc1 (centres undefined)
→ · | -8% | 2% | -1.7 | -10% | -4% | -5% | -2%
O=C(C1CC(c2ccc(Cl)c(Cl)c2)=NO1)N1CCC2(CC1)OCCO2 (centres undefined)
→ · | -2% | 5% | -1.7 | 10% | 4% | 0%[57.1 µM] | 1%
O=P(O)(O)/C=C(\Cl)c1ccccc1
→ 8 | -8% | 1% | 0.2 | -6% | -4% | -23% | -3%
CN1C(=O)NC(=O)C(C)(C2=CCCCC2)C1=O (centres undefined)
→ -9 | 9% | · | 1.0 | 5% | -28% | 11% | -5%
COC(=O)C(O)(c1c[nH]c2ccccc12)C(F)(F)F (centres undefined)
→ 0 | 5% | 0% | -8.6 | 6% | -6% | 7% | -1%

Whole records as entered above:
c1ccc(Cc2nn3c(Cn4cnc5ccccc54)nnc3s2)cc1 is listed as PI5P4K alpha inh = ·; EPAC2 antagonist = 0%; MmCpn inh = -4%; CCT chaperon mod = -2.1; EPAC1 antagonist = -10%; EPAC1 agonist = 1%; WRN helicase inh = -4%; PLK1 PBD block = 12µM*
FC(F)(F)c1ccccc1N1CC1c1ccncc1 (centres undefined) is listed as PI5P4K alpha inh = -3; EPAC2 antagonist = 10%; MmCpn inh = -2%; CCT chaperon mod = -2.1; EPAC1 antagonist = -4%; EPAC1 agonist = -3%; WRN helicase inh = -2%; PLK1 PBD block = 0%

Next entries follow:
Every second line gives: PI5P4K alpha inh | EPAC2 antagonist | MmCpn inh | CCT chaperon mod | EPAC1 antagonist | EPAC1 agonist | WRN helicase inh | PLK1 PBD block
COc1ccc(/C=N\NC(=O)c2cccc(F)c2)cc1COc1ccccc1
→ 7 | -17% | · | -1.4 | ? | -2% | -18% | -5%
C1CCCN(C2CCNCC2)CC1
→ 5 | 19% | 2% | 5.1 | -12% | -5% | -7% | 7%
CN(C)CC#CCn1c2ccccc2c2ccccc21
→ 0 | -12% | 2% | -0.9 | -18% | 2% | -4% | -15%
COc1ccc(Cl)cc1NC1=NCC(C)S1 (centres undefined)
→ · | -1% | 0% | 0.9 | -1% | 7% | 3% | -7%
N#Cc1cn(C2OC(CO)C(O)C2O)c2ncnc(N)c12 (centres undefined)
→ 2 | 15% | · | -0.7 | 12% | -7% | 2% | 1%
Cc1ccccc1NS(=O)(=O)c1ccc(OCC(=O)N2CCN(C)CC2)cc1
→ -5 | 0% | 2% | 0.0 | 6% | -2% | 2% | 5%
O=c1c2ccccc2nc(-c2ccccc2)n1-c1ccncc1
→ 3 | -19% | 1% | 0.2 | -10% | -2% | -15% | -5%
C=CCCC1(C2=CCCCC2)C(=O)NC(=O)NC1=O
→ 7 | -8% | · | -11 | 9% | 5% | 1% | -6%
CCC(=NCCC(c1ccccc1)c1ccccc1)c1c(O)[nH]c(=O)[nH]c1=O
→ -9 | -2% | 2% | 1.0 | 5% | -9% | 5% | 7%
CCCC(=O)C1C(=O)NC(=O)NC1=O
→ -16 | 7% | 0% | 1.2 | -3% | 4% | 1% | -6%
Nc1c(C(=O)NC2CCCC2)c2nc3ccccc3nc2n1CC1CCCO1 (centres undefined)
→ 17 | -12% | -5% | -0.9 | -27% | 10% | -24% | -14%
COc1ccc(CN2C(=O)CC(=O)NC2=S)cc1
→ ? | -2% | 2% | -2.3 | -6% | 6% | -15% | -17%
CCOC(=O)CNC(=O)N1Cc2cc(N3CCOCC3)ccc2-n2nncc2C1
→ 1 | 3% | · | -2.5 | -2% | -7% | -5% | -1%
O=c1c2ccccc2nc(-c2ccoc2)n1-c1ccccc1
→ · | 11% | 1% | -1.6 | 4% | -2% | 4% | -6%
Cn1ncc(Cl)c1C(=O)N1CCC2(CC1)OCCO2
→ 2 | 7% | 0% | -5.5 | -4% | 14% | 8% | -12%
Cc1ccc2nc(N3CCN(C)CC3)[nH]c2c1
→ 4 | -10% | -1% | -0.8 | -18% | 10% | -9% | -8%
O=C(Nc1cccc(OC(=O)N2CCCCC2)c1)N1CCOCC1
→ 1 | -28% | 5% | 1.0 | -13% | 13% | 0% | -16%
O=C(c1ccc2c(c1)ncn2C1CCCCC1)N1CCC2(CC1)OCCO2
→ -10 | 5% | 1% | -0.9 | 9% | 0% | 5% | -9%
O=C1NC(=O)N(Cc2ccccc2)C(=O)/C1=C\c1ccco1
→ -86* | -3% | -2% | 1.8 | ? | -15% | 32µM* | 2.1µM*
Oc1c(Cl)cc(Cl)cc1CN1CCN(Cc2ccccc2)CC1
→ · | 0% | -1% | -2.1 | -2% | 20% | -26% | -6%
Cc1cccc(C)c1-n1nnnc1C(c1ccccc1)N1CCC2(CC1)C(=O)NCN2c1ccccc1 (centres undefined)
→ 2 | 2% | · | -2.4 | -10% | 12% | 0% | -14%
Cc1ccsc1C(=O)C1CCCN(Cc2cnc(N3CCCC3)s2)C1 (centres undefined)
→ 8 | -2% | 3% | -0.6 | -11% | -4% | 2% | 3%
Cc1cc(OC(=O)N(C)C)n(-c2ccccc2)n1
→ 0 | 3% | 0% | 0.3 | 14% | 7% | 14% | -6%
CCOP(=O)(OCC)C(O)c1cccnc1 (centres undefined)
→ 2 | -1% | 0% | -0.9 | 15% | -9% | 9% | -9%
COc1ccc(-n2nc(C(=O)NCC(=O)N3CCC4(CC3)OCCO4)c3ccccc3c2=O)cc1OC
→ 2 | -8% | -3% | -0.5 | 11% | 7% | 9% | 3%
c1cncc(C2Nc3cccc4cccc(c34)N2)c1
→ -24 | -5% | 1%&0% | -1.6 | -2% | -7% | -6% | -12%
CCOP(=O)(C#Cc1ccccc1)C(O)c1ccc(Br)cc1 (centres undefined)
→ -2 | -28% | 0% | -0.6 | ? | -1% | -2% | -9%
O=c1[nH]c(=O)n(Cc2ccccc2)c(O)c1C=NCCN1CCNCC1
→ · | 20% | 4% | 1.9 | 14% | -7% | -22% | -13%
CN(C)c1nc(N(C)C)nc(N(C#N)CCCl)n1
→ 11 | -5% | 1% | -5.6 | ? | 1% | 0% | -13%
CC12CC1(C)C(=O)N(c1cc(Cl)cc(Cl)c1)C2=O (centres undefined)
→ 4 | -6% | · | 0.3 | ? | -1% | -5% | -18%
COc1cc(O)cc2c1C(=O)OC(C)CCCC(=O)CCC/C=C\2 (centres undefined)
→ -7 | 3% | 0% | -3.4 | -20% | -8% | -1% | -16%
Oc1ccc2c3c1OC1c4oc5ccccc5c4C[C@@]4(O)[C@@H](C2)N(CC2CC2)CC[C@]314 (some centres undefined)
→ -3 | 5% | 3% | -2.8 | -7% | -12% | 4% | -8%
CC(N)Cc1c[nH]c2ccc(O)cc12 (centres undefined)
→ 6 | 19% | · | -0.3 | 6% | -9% | 7% | 0%
Cc1cc(=O)oc2cc(OCC(=O)N3CCC(C(=O)O)(c4ccccc4)CC3)ccc12
→ -1 | ? | -3% | -2.3 | ? | -11% | -6% | 8%
O=c1ccc2cc(OC3O[C@H](CO)[C@@H](O)[C@H](O)[C@H]3O)c(O)cc2o1 (some centres undefined)
→ 4 | 0% | -10% | -2.0 | -19% | -21% | 7% | -23%
CCOc1cc(CNCCc2c[nH]c3ccccc23)cc(Cl)c1OCC
→ 18 | 1% | 2% | -0.4 | -25% | -8% | -21% | 5%
COC(=O)c1c(C)[nH]c(C(=O)C(Cc2ccccc2)N(C)C)c1C (centres undefined)
→ -5 | 4% | -1% | -4.3 | 0% | 6% | -3% | -25%
CCCC(C)CC1(CCO)C(=O)NC(=S)NC1=O (centres undefined)
→ -4 | -1% | · | -1.0 | 2% | 7% | -5% | -3%
O=[N+]([O-])[N-][n+]1cnn(Cc2ccc(Cl)cc2)c1
→ 2 | -2% | 1% | -1.3 | -10% | 6% | -7% | -9%
CC1([N+](=O)[O-])COP(=O)(Nc2cccc(Cl)c2)OC1 (centres undefined)
→ 18 | 0% | · | -1.2 | 6% | 1% | 0% | -1%
CN1CCN(c2ncnc3ccc(Br)cc23)CC1
→ -3 | 6% | 1% | -2.4 | -1% | 1% | 8% | -7%

This is a subset; count on the stated rates, not on these rows.
